Assay outcomes (PubChem BioAssay)
Runt-CBFb FRET = Runt domain-CBFb interaction inhibition; inhibition, % at 20 µM; hit rate 0.46% among 220,000; Q01196+Q13951; Cerulean-Runt/Venus-CBFb FRET ratio 530/480, 1 h;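 active = inhibition over about 50% at 20 µM in the single-dose screen, limit read from the data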;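 note: 0% = DMSO wells and 100% = excess unlabeled CBFb competitor control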
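Assay system: Cerulean-Runt domain / Medium: Tris 50 mM pH 7.5, KCl, K2SO4, 0.01% BSA / Timing: protein complex preformed 1 h, compound exposure 1 h, room temperature, dark / Measured by: FRET, excitation 422 nm, emission at 530 and 480 nm / Evaluation: loss of energy transfer signal / Control set: 5 µM unlabeled CBFb as full-inhibition high control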
Hck Nef HTS = human Hck-Nef kinase inhibition; P08631; Recombinant Hck-YEEI plus Nef, Z-Lyte FRET kinase assay; inhibition, % at 20 µM; hit rate 0.68% among 220,000; AID 463187;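 active = Hck-Nef kinase inhibition above about 50%, limit read from the data; inactive = inhibition below that limit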;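 note: 0% = DMSO with Hck plus Nef and 100% = Hck alone without Nef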
Target sequence (P08631 whole entry, looked up): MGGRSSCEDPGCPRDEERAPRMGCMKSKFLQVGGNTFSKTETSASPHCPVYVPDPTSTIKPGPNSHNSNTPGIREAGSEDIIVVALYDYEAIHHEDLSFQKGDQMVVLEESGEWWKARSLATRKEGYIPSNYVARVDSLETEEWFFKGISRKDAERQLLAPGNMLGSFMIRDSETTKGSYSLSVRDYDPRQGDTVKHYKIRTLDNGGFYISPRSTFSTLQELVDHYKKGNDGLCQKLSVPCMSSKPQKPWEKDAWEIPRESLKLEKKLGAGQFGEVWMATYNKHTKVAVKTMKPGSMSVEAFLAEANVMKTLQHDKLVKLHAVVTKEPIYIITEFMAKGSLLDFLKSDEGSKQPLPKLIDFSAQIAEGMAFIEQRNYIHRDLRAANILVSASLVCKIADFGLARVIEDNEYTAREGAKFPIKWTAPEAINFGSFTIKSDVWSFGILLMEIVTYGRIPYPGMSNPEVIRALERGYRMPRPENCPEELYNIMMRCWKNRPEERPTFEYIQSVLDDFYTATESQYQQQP
L929 necroptosis = blocks zVAD induced death of L929 cells; L929 zVAD necroptosis rescue, ATP luminescence, 24 h; with zVAD 60 µM; viability rescue, % at 10 µM; hit rate 0.38% among 220,000; AID 1377;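 active = activation, scaled between plate controls, above about 75%, limit read from the data; inactive = activation under that limit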;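 note: 0% = zVAD with DMSO and 100% = DMSO alone without zVAD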
Mdm2 ligase inh = inhibitors of human Mdm2 E3 ubiquitin ligase | Q00987 | cell-based MDM2 ubiquitination luciferase reporter, 2 h; 0 = plate control, 100 = twice control, blank-subtracted | signal enhancement, % at 5 µM | hit rate 0.11% among 210,000 | AID 1230;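 active = signal enhancement of 30% or more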;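 note: luminescence tracks abundance of the self-degrading MDM2-luciferase fusion protein; higher signal means inhibition of MDM2 E3 ligase activity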
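Assay system: stable mammalian line carrying autodegrading MDM2–luciferase fusion reporter; Input: 2000 cells in each well; Compound dosing: single-point 5 µM; Schedule: 2 h compound exposure at 37 °C; Signal: SteadyLite luciferase luminescence after 15 min room-temperature reagent incubation; Evaluation: % luminescence enhancement versus blank-corrected plate control mean; Benchmarks: plate controls and plate blanks.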
Runt-SMMHC FRET = blocks binding of human RUNX1 Runt domain to CBFb-SMMHC; Q01196+Q13951; Cerulean-Runt/Venus-CBFb-SMMHC FRET ratio 530/480, 1 h; inhibition, % at 20 µM; hit rate 0.74% among 220,000;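 active = mean inhibition across duplicate retests at 20 µM reaching about 50%, limit read from the data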;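 note: 0% = DMSO wells and 100% = wells with excess untagged CBFb-SMMHC; inhibitors lower the FRET ratio by blocking Runt binding to CBFb-SMMHC; some results filed as inactive read as strong as hits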
p47phox inh = inhibitors of human p47phox binding; hit rate 0.53% among 220,000; P14598; inhibition, % at 24.7 µM; p47phox/p22phox peptide binding, fluorescence polarization, 2 h;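 active = inhibition above about 30%, limit read from the data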;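 note: 0% = p47phox with labelled peptide and 100% = labelled peptide alone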
14-3-3 Bad inh = disrupts binding of bovine 14-3-3 zeta to phospho-Bad peptide; AID 781; P63103; TR-FRET 14-3-3zeta/Dy647-pBad peptide displacement, 1 h; hit rate 0.71% among 220,000; inhibition, % at 21.7 µM;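 active = inhibition above about 70%, limit read from the data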;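 note: 0% = full 14-3-3 plus peptide FRET controls and 100% = background without 14-3-3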
Target sequence (P63103 whole entry, looked up): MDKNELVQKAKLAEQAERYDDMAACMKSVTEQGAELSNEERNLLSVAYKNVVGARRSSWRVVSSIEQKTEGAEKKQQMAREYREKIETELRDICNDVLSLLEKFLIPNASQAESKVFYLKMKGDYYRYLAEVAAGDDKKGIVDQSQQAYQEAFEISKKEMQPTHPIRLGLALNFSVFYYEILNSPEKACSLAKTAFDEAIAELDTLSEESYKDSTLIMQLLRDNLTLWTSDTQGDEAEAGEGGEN
EBV gp42 block = EBV gp42 inhibition | Q1HVG2 | Fluorescence polarization binding assay, mP read-out | inhibition, % (tested at 21.74 µM) | hit rate 0.42% among 220,000; in the data active = inhibition above about 50%
Target sequence (Q1HVG2 whole entry, looked up): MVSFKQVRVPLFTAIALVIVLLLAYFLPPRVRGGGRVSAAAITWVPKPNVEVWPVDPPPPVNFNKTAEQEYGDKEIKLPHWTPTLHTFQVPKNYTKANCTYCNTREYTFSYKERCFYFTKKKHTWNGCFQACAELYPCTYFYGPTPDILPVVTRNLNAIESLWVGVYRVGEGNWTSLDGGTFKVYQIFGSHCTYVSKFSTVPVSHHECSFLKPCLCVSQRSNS
Tb hexokinase = T. brucei hexokinase 1 inhibition; inhibition, % at 10 µM; hit rate 0.11% among 220,000; recombinant TbHK1, G6PDH-coupled NADH A340;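 active = inhibition of 50% or more in the single-dose primary screen; inactive = inhibition below 50%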
An asterisk follows results filed as active; [ ] = another dose, or the depositor's remark.

`O=C(COC(=O)C1(c2ccc(F)cc2)CCCC1)Nc1ncc(C(F)(F)F)cc1Cl` gave Runt-CBFb FRET -3, Hck Nef HTS 1, L929 necroptosis 3.1, Mdm2 ligase inh -8, Runt-SMMHC FRET -1, p47phox inh -22, 14-3-3 Bad inh 6, EBV gp42 block -9 and Tb hexokinase 6.
`O=C(O)CCc1ccc(S(=O)(=O)N2CCOCC2)cc1` gave Runt-CBFb FRET 2, Hck Nef HTS 0, L929 necroptosis -0.3, Mdm2 ligase inh -11, Runt-SMMHC FRET 1, p47phox inh -3, 14-3-3 Bad inh -4, EBV gp42 block -8 and Tb hexokinase -5.
Screening CCCCC(=O)NC(Nc1sc2c(c1C(N)=O)CCCC2)(C(=O)OCC)C(F)(F)F (configuration not stated) returned Runt-CBFb FRET -2, Hck Nef HTS -7, Mdm2 ligase inh -14, Runt-SMMHC FRET 3, p47phox inh -8, 14-3-3 Bad inh -5[fluorescence artefact?], EBV gp42 block -1 and Tb hexokinase -1.
For CC(=O)NC(Cc1cccc(F)c1)C(=O)NC1CCN(C(=O)c2cccc(C)c2)CC1 (configuration not stated) the results were Runt-CBFb FRET 0, Hck Nef HTS 20, L929 necroptosis 0.3, Mdm2 ligase inh -5, Runt-SMMHC FRET 0, p47phox inh -6, 14-3-3 Bad inh -8, EBV gp42 block -22 and Tb hexokinase 1.
`CCc1cccc2[nH]c3cc([N+](=O)[O-])ccc3c12` gave Runt-CBFb FRET 2, Hck Nef HTS 21, L929 necroptosis 5.4, Mdm2 ligase inh -7, Runt-SMMHC FRET 3, p47phox inh -8, 14-3-3 Bad inh -6, EBV gp42 block 2 and Tb hexokinase -4.
For CCc1nnc(NC(=O)CN2CCC(O)(c3ccccc3OC)CC2)s1 the results were Runt-CBFb FRET -1, Hck Nef HTS 0, L929 necroptosis 0.0, Mdm2 ligase inh -23, Runt-SMMHC FRET -4, p47phox inh 7, 14-3-3 Bad inh 0, EBV gp42 block -22 and Tb hexokinase -4.
CCOC(=O)c1ccc(CNC(=O)CSc2nc(NC(=O)c3ccccc3)c3c(C)c(C)oc3n2)cc1 was read as Runt-CBFb FRET -5, Hck Nef HTS -2, L929 necroptosis -0.3, Mdm2 ligase inh -11, Runt-SMMHC FRET 0, p47phox inh -14, 14-3-3 Bad inh 16, EBV gp42 block -6 and Tb hexokinase -3.
Screening COc1ccc(-n2c(Cc3cccs3)nnc2SCC(=O)Nc2ccc3c(c2)OCCO3)cc1 returned Runt-CBFb FRET -2, Hck Nef HTS 0, L929 necroptosis 11, Mdm2 ligase inh -25, Runt-SMMHC FRET 2, p47phox inh -18, 14-3-3 Bad inh 0, EBV gp42 block -13 and Tb hexokinase 1.
Screening C#CCOCCOCCOCCNc1nc(N2CCN(C(=O)[C@H](CCCCN)n3cc(C(N)CO)nn3)CC2)nc(N2CCN(C(=O)[C@H](CCC(=O)O)n3cc(C(N)[C@H](C)CC)nn3)CC2)n1 (some centres not stated) returned Runt-CBFb FRET 1, Hck Nef HTS 12, L929 necroptosis 0.2, Runt-SMMHC FRET -2, p47phox inh -12, 14-3-3 Bad inh 56, EBV gp42 block -15 and Tb hexokinase -1.
`CCOC(=O)N1CCC(O)(c2cc(C)c(C)cc2C)CC1` gave Runt-CBFb FRET 0, Hck Nef HTS 1, L929 necroptosis 0.1, Mdm2 ligase inh -7, Runt-SMMHC FRET 4, p47phox inh -18, 14-3-3 Bad inh 4, EBV gp42 block -7 and Tb hexokinase -7.
For Cc1noc(C)c1C(=O)Nc1sc(C)c(-c2ccccc2)c1C#N the results were Runt-CBFb FRET 14, Hck Nef HTS 9, L929 necroptosis -0.3, Mdm2 ligase inh -7, Runt-SMMHC FRET 10, p47phox inh -22, 14-3-3 Bad inh -14, EBV gp42 block -7 and Tb hexokinase -22.
`O=C(CN1C(=O)NC2(CCc3ccccc3C2)C1=O)Nc1ccc(F)cc1` (configuration not stated) gave Runt-CBFb FRET 0, Hck Nef HTS 0, L929 necroptosis 1.6, Mdm2 ligase inh -8, Runt-SMMHC FRET -1, p47phox inh -4, 14-3-3 Bad inh 7, EBV gp42 block -3 and Tb hexokinase -5.
Screening O=C(CNc1ccc(F)cc1)N/N=C1\CCCc2ccccc21 returned Runt-CBFb FRET 1, Hck Nef HTS 17, L929 necroptosis 0.2, Mdm2 ligase inh 4, Runt-SMMHC FRET -1, p47phox inh -5, 14-3-3 Bad inh -8, EBV gp42 block -8 and Tb hexokinase 0.
Screening CCOC(=O)C(NC(=O)c1ccccc1)(OCC1(CC)COC1)C(F)(F)F (configuration not stated) returned Runt-CBFb FRET -4, Hck Nef HTS 1, L929 necroptosis -0.1, Mdm2 ligase inh -1, Runt-SMMHC FRET 6, p47phox inh 2, 14-3-3 Bad inh -3, EBV gp42 block -14 and Tb hexokinase 0.
Screening CC(Nc1cc(N2CCCC2)ccc1[N+](=O)[O-])c1ccccc1 (configuration not stated) returned Runt-CBFb FRET -3, Hck Nef HTS 2, L929 necroptosis -0.3, Mdm2 ligase inh -15, Runt-SMMHC FRET -2, p47phox inh -8, 14-3-3 Bad inh -22, EBV gp42 block -10 and Tb hexokinase -3.
Screening C=CCNC(=S)NNc1nc2c(c(=O)[nH]1)C1(CCCCC1)Cc1ccccc1-2 returned Runt-CBFb FRET 20, Hck Nef HTS 0, L929 necroptosis 1.2, Mdm2 ligase inh -10, Runt-SMMHC FRET 12, p47phox inh -9, 14-3-3 Bad inh -3, EBV gp42 block 9 and Tb hexokinase 8.
`Cn1c(NC(=O)c2ccccc2C(F)(F)F)cc(=O)n(C)c1=O` gave Runt-CBFb FRET 0, Hck Nef HTS 3, L929 necroptosis 0.7, Mdm2 ligase inh -9, Runt-SMMHC FRET -2, p47phox inh -11, 14-3-3 Bad inh 3, EBV gp42 block 4 and Tb hexokinase -5.
O=C1C(CCCNC(=S)NCc2ccccc2)NC(=S)N1Cc1ccccc1 (configuration not stated) was read as Runt-CBFb FRET -2, Hck Nef HTS 8, L929 necroptosis 0.6, Mdm2 ligase inh 14, Runt-SMMHC FRET 1, p47phox inh -7, 14-3-3 Bad inh -4[fluorescence artefact?], EBV gp42 block -6 and Tb hexokinase -1.
Screening CCc1ccc(Nc2nnc(SCC(=O)NCCN3C(=O)CSC3=O)s2)cc1 returned Runt-CBFb FRET -5, Hck Nef HTS 5, L929 necroptosis 1.1, Mdm2 ligase inh -18, Runt-SMMHC FRET -7, p47phox inh -16, 14-3-3 Bad inh -24, EBV gp42 block -26 and Tb hexokinase 12.
For COC(=O)C1(C)Cc2cc(OC(C)=O)c(OC(C)=O)cc2N1 (configuration not stated) the results were Runt-CBFb FRET 2, Hck Nef HTS 14, L929 necroptosis 0.2, Runt-SMMHC FRET -4, p47phox inh -17, 14-3-3 Bad inh 0, EBV gp42 block -17 and Tb hexokinase -8.
For Cc1nn(Cc2ccc(F)cc2)c(C)c1NC(=O)c1noc2c1CCc1ccccc1-2 the results were Runt-CBFb FRET 0, Hck Nef HTS 17, L929 necroptosis 1.0, Mdm2 ligase inh -14, Runt-SMMHC FRET 1, p47phox inh 1, 14-3-3 Bad inh 7[fluorescence artefact?], EBV gp42 block 5 and Tb hexokinase -1.
Screening Cc1cc(=O)[nH]c(N/N=C/c2ccc(C)o2)n1 returned Runt-CBFb FRET 0, Hck Nef HTS -8, Mdm2 ligase inh -8, Runt-SMMHC FRET 0, p47phox inh -8, 14-3-3 Bad inh -4, EBV gp42 block 20 and Tb hexokinase -43.
For Nc1nc(SCc2ccc(Br)cc2)[nH]c(=O)c1-c1ccccc1 the results were Runt-CBFb FRET 0, Hck Nef HTS 2, L929 necroptosis 1.6, Mdm2 ligase inh -17, Runt-SMMHC FRET -8, p47phox inh -4, 14-3-3 Bad inh 4, EBV gp42 block -12 and Tb hexokinase -6.
`Cc1ccc(-n2c(N)c(C(=O)N3CCN(C)CC3)sc2=S)cc1` gave Runt-CBFb FRET 47, Hck Nef HTS -1, L929 necroptosis 0.2, Mdm2 ligase inh 7, Runt-SMMHC FRET 37, p47phox inh -6, 14-3-3 Bad inh -9, EBV gp42 block -23 and Tb hexokinase -28.
`NC(=S)Nc1cccc2cnccc12` gave Runt-CBFb FRET 1, Hck Nef HTS 0, L929 necroptosis -0.3, Mdm2 ligase inh -4, Runt-SMMHC FRET 1, p47phox inh 4, 14-3-3 Bad inh 3, EBV gp42 block -2 and Tb hexokinase 2.
CCOc1ccc(N=c2oc3cc(O)ccc3cc2C(=O)NCC2CCCO2)cc1 (configuration not stated) was read as Runt-CBFb FRET 121*, Hck Nef HTS 35, L929 necroptosis -0.6, Mdm2 ligase inh -10, Runt-SMMHC FRET 106*, p47phox inh -15, 14-3-3 Bad inh 10, EBV gp42 block -11 and Tb hexokinase -16.
Screening COc1ccc(N2CCN(CCNC(=O)c3nnc(Cc4c(F)cccc4Cl)o3)CC2)cc1 returned Runt-CBFb FRET 2, Hck Nef HTS 0, L929 necroptosis -0.2, Mdm2 ligase inh 1, Runt-SMMHC FRET 3, p47phox inh 1, 14-3-3 Bad inh -2[fluorescence artefact?], EBV gp42 block -9 and Tb hexokinase 4.
Screening COc1ccc(-c2nc(N)n(S(=O)(=O)c3ccc(C)cc3)n2)cc1 returned Runt-CBFb FRET -1, Hck Nef HTS 3, L929 necroptosis 3.3, Mdm2 ligase inh -10, Runt-SMMHC FRET 3, p47phox inh -14, 14-3-3 Bad inh -3, EBV gp42 block 3 and Tb hexokinase -1.

4 entries from above, ordered by SMILES length, smallest number first.
`NC(=S)Nc1cccc2cnccc12` gave Runt-CBFb FRET 1, Hck Nef HTS 0, L929 necroptosis -0.3, Mdm2 ligase inh -4, Runt-SMMHC FRET 1, p47phox inh 4, 14-3-3 Bad inh 3, EBV gp42 block -2 and Tb hexokinase 2.
Screening COc1ccc(-c2nc(N)n(S(=O)(=O)c3ccc(C)cc3)n2)cc1 returned Runt-CBFb FRET -1, Hck Nef HTS 3, L929 necroptosis 3.3, Mdm2 ligase inh -10, Runt-SMMHC FRET 3, p47phox inh -14, 14-3-3 Bad inh -3, EBV gp42 block 3 and Tb hexokinase -1.
CCOc1ccc(N=c2oc3cc(O)ccc3cc2C(=O)NCC2CCCO2)cc1 (configuration not stated) was read as Runt-CBFb FRET 121*, Hck Nef HTS 35, L929 necroptosis -0.6, Mdm2 ligase inh -10, Runt-SMMHC FRET 106*, p47phox inh -15, 14-3-3 Bad inh 10, EBV gp42 block -11 and Tb hexokinase -16.
Screening COc1ccc(N2CCN(CCNC(=O)c3nnc(Cc4c(F)cccc4Cl)o3)CC2)cc1 returned Runt-CBFb FRET 2, Hck Nef HTS 0, L929 necroptosis -0.2, Mdm2 ligase inh 1, Runt-SMMHC FRET 3, p47phox inh 1, 14-3-3 Bad inh -2[fluorescence artefact?], EBV gp42 block -9 and Tb hexokinase 4.
